High-throughput results (PubChem BioAssay)
697 NFkB inh: inhibitors of the PMA/ionomycin-induced NF-kB reporter in 697 B cells. 0.33% of 330,000 active. inhibition, % at 4 µM. AID 435022. 697 B-cell NF-kB luciferase reporter, 16 h; in the data active = inhibition above about 35%
Gli-Sufu block: blocks Gli-Sufu signaling in a luciferase reporter. Sufu-KO-LIGHT fibroblasts, Gli luciferase reporter luminescence. inhibition, % at 5 µM. 0.74% of 340,000 active. AID 588413;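 active = inhibition above about 55%, limit read from the data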;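 note: 0% = DMSO-treated cells and 100% = wells with medium but no cells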
UBC13 polyUb: inhibitors of human UBC13 polyubiquitin chain formation. 0.47% of 330,000 active. AID 485273. inhibition, % at 20 µM. TR-FRET; in the data active = inhibition above about 45%, passing the limit was not always enough
Apaf1 inhib: blocks human Apaf-1 apoptosome activity | O14727 | reconstituted apoptosome caspase-3 activity, DEVD-Rh110 fluorescence | inhibition, % at 20 µM | 0.71% of 330,000 active; active = inhibition of at least 40% at 20 µM;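 note: plate controls were DMSO wells for no effect and DEVD-CHO caspase inhibitor wells for full effect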
Target sequence (O14727 whole entry, looked up): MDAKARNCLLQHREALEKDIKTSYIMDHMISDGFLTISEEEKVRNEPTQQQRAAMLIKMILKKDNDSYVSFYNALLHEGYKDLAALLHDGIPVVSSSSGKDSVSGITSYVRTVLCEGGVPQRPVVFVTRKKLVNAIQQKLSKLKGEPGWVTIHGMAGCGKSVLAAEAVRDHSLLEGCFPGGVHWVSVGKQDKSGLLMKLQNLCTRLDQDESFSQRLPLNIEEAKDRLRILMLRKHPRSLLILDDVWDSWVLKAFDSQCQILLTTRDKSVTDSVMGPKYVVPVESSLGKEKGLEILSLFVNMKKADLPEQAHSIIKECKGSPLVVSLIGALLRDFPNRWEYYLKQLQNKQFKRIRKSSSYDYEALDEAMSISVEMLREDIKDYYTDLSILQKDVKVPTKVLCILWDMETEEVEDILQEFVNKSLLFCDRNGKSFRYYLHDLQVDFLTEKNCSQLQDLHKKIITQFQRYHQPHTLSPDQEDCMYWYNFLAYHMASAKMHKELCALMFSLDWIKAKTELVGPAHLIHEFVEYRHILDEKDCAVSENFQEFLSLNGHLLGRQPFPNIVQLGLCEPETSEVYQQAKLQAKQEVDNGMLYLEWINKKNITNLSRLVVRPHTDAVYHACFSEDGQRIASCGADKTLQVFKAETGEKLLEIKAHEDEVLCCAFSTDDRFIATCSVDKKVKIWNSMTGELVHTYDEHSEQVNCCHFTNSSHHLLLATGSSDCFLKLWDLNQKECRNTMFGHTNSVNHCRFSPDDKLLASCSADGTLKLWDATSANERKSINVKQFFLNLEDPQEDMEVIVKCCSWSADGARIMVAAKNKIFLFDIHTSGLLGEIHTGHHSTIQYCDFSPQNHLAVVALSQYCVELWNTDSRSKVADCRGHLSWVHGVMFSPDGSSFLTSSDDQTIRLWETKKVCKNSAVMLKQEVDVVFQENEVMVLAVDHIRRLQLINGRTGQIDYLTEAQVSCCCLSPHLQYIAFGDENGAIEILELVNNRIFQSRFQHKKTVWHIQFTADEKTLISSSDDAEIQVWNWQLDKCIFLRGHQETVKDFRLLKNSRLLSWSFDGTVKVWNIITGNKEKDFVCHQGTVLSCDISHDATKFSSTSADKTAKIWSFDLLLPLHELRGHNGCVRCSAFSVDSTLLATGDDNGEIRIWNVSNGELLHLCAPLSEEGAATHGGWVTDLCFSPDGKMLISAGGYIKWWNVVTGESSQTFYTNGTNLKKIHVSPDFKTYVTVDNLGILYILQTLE
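System: reconstituted apoptosome with Apaf-1, cytochrome c, caspase-9, procaspase-3, dATP; Signal: Rh110 fluorescence intensity; Schedule: 30 min compound preincubation, 50 min activation, room temperature; Reagent: cytochrome c trigger plus (Z-DEVD)2-Rh110 caspase-3 substrate.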
EBI2 antag: EBI2 (human) antagonism; 0.81% of 360,000 active; inhibition, % at 5 µM; P32249; EBI2 beta-arrestin recruitment, luminescence, 7a,25-OHC stimulated; in the data active = inhibition above about 38%;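 note: enzyme fragment complementation signal reports receptor beta-arrestin coupling in cells; 0% = agonist plus DMSO wells and 100% = wells without agonist; some results beyond the cut were filed as inactive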
CCR6 antag: blocks CCL20-driven beta-arrestin recruitment at human CCR6; P51684; CHO-K1 CCR6 PathHunter beta-arrestin, luminescence, CCL20-stimulated; inhibition, % at 20 µM; 0.49% of 340,000 active; AID 493098;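 active = compounds whose inhibition of the agonist-driven luminescence signal at 20 µM reaches about 50%, limit read from the data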;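 note: cells stimulated with CCL20 at 14 nM final; plate controls were DMSO with CCL20 for no effect and DMSO without agonist for full effect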
SENP8 inh: blocks the human protease SENP8 | Q96LD8 | purified SENP8, Z-RLRGG-aminoluciferin cleavage, luminescence | inhibition, % at 10 µM | 1.2% of 330,000 active
Jurkat NFkB inh: inhibitors of the PMA/ionomycin-induced NF-kB reporter in Jurkat cells; PMA/ionomycin-induced NF-kB luciferase reporter, luminescence; 0.53% of 330,000 active; AID 435003; inhibition, % at 4 µM
* hit, by the source's call. Cut-off read from the data, not from the text of the source, unless noted: active = inhibition above about 50%; inactive = the rest. A portion of the library; count on the stated rates, not on these rows.

Abbreviations – A = 697 NFkB inh; B = Gli-Sufu block; C = UBC13 polyUb; D = Apaf1 inhib; E = EBI2 antag; F = CCR6 antag; G = SENP8 inh; H = Jurkat NFkB inh
1: CC(C)Cn1c(=O)c(C(=O)N/N=C/c2cccc(F)c2)c(O)c2ccccc21
  A = 8; B = 15; C = 4; D = 8; E = -2; F = 7; G = 6; H = 8

2: Cc1cc(C)c2c(C)c(C(=O)Nc3c(C)n(C)n(-c4ccccc4)c3=O)oc2c1
  A = 3; B = 4; C = -10; D = 9; E = -2; F = -4; G = -4; H = 9

3: CN(C)c1ccc(Nc2nc(N)c([N+](=O)[O-])c(N3CCOCC3)n2)cc1
  A = 19; B = 9; C = -44; D = 10; E = -24; F = 4; G = -6; H = 4

4: Cc1cccc(C2=NC(C(F)(F)F)(C(F)(F)F)c3c(n(-c4ccc(F)cc4)c(=O)[nH]c3=O)N2)c1
  A = -3; B = 39; C = 25; D = 9; E = -5; F = 2; G = -7; H = 9

5: O=C(CN1C(=O)c2ccccc2S1(=O)=O)N1CCN(Cc2ccc3c(c2)OCO3)CC1
  A = 26; B = -15; C = -1; D = -5; E = 1; F = -8; G = 3; H = 6

6: CC(C)OCCCn1c(=S)[nH]c2ncccc2c1=O
  A = -21; B = 26; C = 7; D = 7; E = -6; F = 9; G = -1; H = -15

7: Cn1nnnc1SCC(=O)c1ccc(Br)s1
  A = 8; B = 7; C = -4; D = 4; E = 9; F = 12; G = -8; H = 4

8: C/C=C/C(=O)Nc1nnc(-c2ccccc2C)s1
  A = -4; B = -4; C = -24; D = -6; E = 0; F = -2; G = -13; H = -14

9: O=C(NC(=S)Nc1cccc([N+](=O)[O-])c1)C1CCCCC1
  A = -15; B = -6; C = -1; D = -20; E = 1; F = 10; G = -1; H = 5

10: CCC1(C)Cc2nc(Cl)c(C#N)cc2CO1 (stereo not drawn)
  A = 19; B = -2; C = 8; D = -13; E = -2; F = 9; G = 5; H = -5

Of the compounds above, these have fluorine.
Abbreviations – A = 697 NFkB inh; B = Gli-Sufu block; C = UBC13 polyUb; D = Apaf1 inhib; E = EBI2 antag; F = CCR6 antag; G = SENP8 inh; H = Jurkat NFkB inh
1: CC(C)Cn1c(=O)c(C(=O)N/N=C/c2cccc(F)c2)c(O)c2ccccc21
  A = 8; B = 15; C = 4; D = 8; E = -2; F = 7; G = 6; H = 8

4: Cc1cccc(C2=NC(C(F)(F)F)(C(F)(F)F)c3c(n(-c4ccc(F)cc4)c(=O)[nH]c3=O)N2)c1
  A = -3; B = 39; C = 25; D = 9; E = -5; F = 2; G = -7; H = 9

Going on with the list.
Abbreviations – A = 697 NFkB inh; B = Gli-Sufu block; C = UBC13 polyUb; D = Apaf1 inhib; E = EBI2 antag; F = CCR6 antag; G = SENP8 inh; H = Jurkat NFkB inh
11: COc1ccc(Cl)cc1NC(=O)c1[nH]c(C)c(C(C)=O)c1C
  A = 1; B = 20; C = 5; D = 1; E = -7; F = 11; G = 3; H = -1

12: O=C(CSc1ccc2c(c1)OCCO2)Nc1ccc(Br)cc1
  A = 2; B = 2; C = -4; D = 8; E = 1; F = 7; G = -12; H = -7

13: CC(C)NC(=O)C(=O)N/N=C/c1ccco1
  A = -4; B = -4; C = 0; D = -21; E = 0; F = 5; G = -8; H = 4

14: O=C1CN(CC(=O)Nc2cccc(Cl)c2Cl)c2ccccc2N1
  A = -2; B = 20; C = -13; D = -13; E = 13; F = 16; G = -3; H = 0

15: COc1ccccc1-c1ccc(SCc2ccc([N+](=O)[O-])cc2)nn1
  A = -51; B = 17; C = -6; D = 11; E = 4; F = 7; G = 0; H = -9

16: CCOc1cc(/C=N\NC(=O)c2ccc(C)nc2)cc([N+](=O)[O-])c1O
  A = -2; B = 0; C = -126; D = 0; E = 7; F = 12; G = 8; H = 0

17: O=C(O)c1cc2nccc(-c3ccco3)n2n1
  A = 19; B = 0; C = 28; D = -19; E = -8; F = 7; G = 1; H = 11

18: CCOc1ccc(C(C(=O)NCC2CCCO2)N(C(=O)c2snc(C(N)=O)c2N)c2ccc(F)cc2)cc1 (stereo not drawn)
  A = 16; B = 25; C = 17; D = 20; E = 7; F = -10; G = -4; H = 17

19: COc1ccc(CCNC(=O)CCc2nc3sc4c(c3c(=O)[nH]2)CCCC4)cc1
  A = -6; B = 7; C = 5; D = 13; E = 9; F = 8; G = -1; H = 5

20: O=C(c1cc(F)ccc1F)C1CCCN(C(=O)c2ccc(F)cc2Cl)C1 (stereo not drawn)
  A = 5; B = -3; C = 12; D = 0; E = 4; F = 15; G = 4; H = 4

21: O=C(CSc1nc2ncccc2[nH]1)NCCc1ccccc1
  A = -3; B = -2; C = 2; D = 12; E = 7; F = -7; G = -17; H = -6

22: O=C(Cn1ccn(-c2ccc(F)c(F)c2)c(=O)c1=O)NCCc1ccccc1
  A = -8; B = -2; C = -6; D = 5; E = 8; F = -1; G = -8; H = -2

23: CCNC(=O)N(C)c1nncnc1C(=O)NC
  A = 8; B = -2; C = 6; D = -7; E = -6; F = 0; G = -1; H = -9

24: N=C1/C(=C/c2ccc(OCc3ccccc3F)cc2)C(=O)N=C2SC(CC(=O)N3CCOCC3)=NN12
  A = -17; B = 1; C = -14; D = 13; E = 5; F = 7; G = -17; H = -69

25: CCOC(=O)C1=NN(C(C)=O)C2(CC(=O)N(c3cc(C)cc(C)c3)C2=O)C1 (stereo not drawn)
  A = -8; B = 1; C = -6; D = -3; E = -7; F = 3; G = -14; H = -5

26: Cc1noc(C)c1C(=O)NCCCc1ccccc1
  A = 16; B = -1; C = -4; D = -2; E = -2; F = 8; G = -15; H = -5

27: O=C1Nc2ccc3sc4ccccc4c3c2C1=O
  A = -1; B = 2; C = -68; D = 10; E = 12; F = 14; G = -3; H = 0

28: CCN1CCN(c2ccc(S(=O)(=O)N3CCCCC3)cc2NC(=O)c2cccc(F)c2)CC1
  A = 2; B = 9; C = 7; D = 22; E = -2; F = -7; G = -2; H = 0

29: Cc1ccc2c(CC(=O)O)coc2c1
  A = 8; B = -4; C = 4; D = 0; E = -9; F = 8; G = -3; H = 12

30: NC(=O)c1cc([N+](=O)[O-])ccc1NCc1cccc([N+](=O)[O-])c1
  A = -5; B = -15; C = 2; D = 4; E = -1; F = 1; G = 4; H = -3

31: Cc1ccc(OCCC(=O)OCC(=O)C(C)(C)C)cc1
  A = 10; B = 1; C = 4; D = -11; E = -1; F = 10; G = 7; H = 12

32: Cc1cc([N+](=O)[O-])ccc1NCc1cccc2ccccc12
  A = -10; B = 14; C = -1; D = -16; E = 16; F = 36; G = 7; H = 5

33: COCCCn1c(C)csc1=Nc1cccnc1
  A = 7; B = 5; C = 1; D = -1; E = -14; F = 1; G = -1; H = 10

34: Cc1ccc(-c2n[nH]c(=S)n2/N=C/c2ccc(C)s2)cc1
  A = 3; B = 3; C = 2; D = 8; E = -3; F = 4; G = -4; H = -2

35: COc1ccc(C2CC(=O)c3cnc(NC(=O)c4cc(OC)cc(OC)c4)nc3C2)cc1 (stereo not drawn)
  A = -24; B = 22; C = -11; D = 5; E = 10; F = 9; G = 3; H = -3

36: Cc1csc(SCCN2C(=O)c3ccccc3C2=O)n1
  A = -48; B = -36; C = -5; D = -20; E = 3; F = 14; G = -8; H = 7

37: O=C(COC(=O)/C=C/c1cccc(Cl)c1)Nc1cccc(S(=O)(=O)NC2=NCCC2)c1
  A = 11; B = 2; C = 8; D = 4; E = -11; F = 3; G = 2; H = -6

38: COC(=O)[C@]1(C)N[C@H](CN(C)S(=O)(=O)c2ccc(-c3ccccc3)cc2)[C@@H]2C(=O)N(C)C(=O)[C@@H]21
  A = 13; B = -11; C = 4; D = -4; E = -5; F = -16; G = -1; H = 0

39: C=CCN(CC=C)S(=O)(=O)c1ccc(NC(=S)NC(=O)c2ccc(-c3ccccc3)cc2)cc1
  A = -28; B = 24; C = -7; D = 6; E = 18; F = 46; G = -7; H = 16

40: CCOC(=O)C(C)OC(=O)C1=C(C)NC(=O)NC1c1ccc2c(c1)OCO2 (stereo not drawn)
  A = -4; B = -10; C = -5; D = 4; E = 7; F = 15; G = -3; H = -8

41: CC(C)(C)c1cc(C(=O)N/N=C/c2ccccn2)n[nH]1
  A = -10; B = -3; C = 62*; D = -20; E = -7; F = 12; G = 6; H = 8

42: CC(=O)N1N=C(c2cccc(NS(=O)(=O)c3ccc(C)cc3)c2)CC1c1ccco1 (stereo not drawn)
  A = -2; B = -17; C = -2; D = 11; E = -21; F = 19; G = -8; H = -14

43: Cc1nnc(N2CCCC(C(=O)Nc3cc(F)ccc3F)C2)c2nn(-c3ccccc3)c(C)c12 (stereo not drawn)
  A = -19; B = -2; C = 30; D = 13; E = -10; F = 4; G = -19; H = 32

44: COc1ccc(NC(=S)NC(=O)c2cncc(Br)c2)c(OC)c1
  A = -1; B = 9; C = -4; D = 3; E = 13; F = 21; G = -10; H = -17

45: O=C(O)COc1cccc(/C=C2/SC(=S)N(Cc3ccccc3)C2=O)c1
  A = 17; B = 5; C = -15; D = 16; E = -3; F = 9; G = -7; H = -4

46: CN1CCC(CNC(=O)Nc2ccccc2)(c2ccccc2)CC1
  A = 14; B = 8; C = 8; D = -3; E = -2; F = -1; G = -2; H = 18

47: O=C(O)/C(=C\c1ccccc1Cl)c1ccc(S(=O)(=O)N2CCCCC2)s1
  A = 11; B = -1; C = -30; D = 11; E = -6; F = 5; G = -6; H = 1

48: O=C(NCc1ccc2c(c1)OCO2)C1CCN(C(=O)Nc2ccc(Cl)cc2)CC1
  A = 20; B = 1; C = 9; D = 1; E = 46*; F = 9; G = -3; H = 2

49: Cc1cc(NC(=O)C2CC2)ncc1NC(=O)C12CC3CC(CC(C3)C1)C2
  A = 10; B = -1; C = -10; D = 6; E = 6; F = 4; G = -11; H = -3

50: CCN(c1ccccc1)S(=O)(=O)c1ccc(C(=O)Nc2c(C)n(C)n(-c3ccccc3)c2=O)cc1
  A = 16; B = 2; C = 6; D = -4; E = 1; F = 3; G = 6; H = 0

Whole records, quoted from the list. Order of screens: 697 NFkB inh | Gli-Sufu block | UBC13 polyUb | Apaf1 inhib | EBI2 antag | CCR6 antag | SENP8 inh | Jurkat NFkB inh
`COc1ccccc1-c1ccc(SCc2ccc([N+](=O)[O-])cc2)nn1` across the screens: -51 | 17 | -6 | 11 | 4 | 7 | 0 | -9
`CCOC(=O)C(C)OC(=O)C1=C(C)NC(=O)NC1c1ccc2c(c1)OCO2` (stereo not drawn) across the screens: -4 | -10 | -5 | 4 | 7 | 15 | -3 | -8

Going on with the list.
Abbreviations – A = 697 NFkB inh; B = Gli-Sufu block; C = UBC13 polyUb; D = Apaf1 inhib; E = EBI2 antag; F = CCR6 antag; G = SENP8 inh; H = Jurkat NFkB inh
51: CCC(NC(=O)c1ccccc1NC(=O)c1ccccc1)C(=O)OC (stereo not drawn)
  A = 6; B = -30; C = 0; D = -7; E = -11; F = 2; G = -1; H = 10

52: O=C1Nc2ccc(F)cc2C12OCCO2
  A = 21; B = -15; C = 2; D = 7; E = 1; F = 4; G = -13; H = -4

53: Cc1cccc([C@@H]2[C@@H]3C(=O)N(Cc4ccccc4)C(=O)[C@@H]3[C@]3(C)C(=O)N(c4cccc(F)c4)C(=O)N23)c1
  A = 0; B = -17; C = 9; D = -1; E = 1; F = 2; G = 7; H = 5

54: CSc1nc2ccccc2c(=O)n1C1CCCCC1
  A = 6; B = 1; C = 5; D = 13; E = 8; F = 21; G = 7; H = -6

55: Cc1cnc(CN(C)Cc2nc(Cc3cccc(C(F)(F)F)c3)no2)[nH]1
  A = 11; B = 11; C = 3; D = 6; E = 1; F = 1; G = -2; H = -12

56: O=C(CSc1nnc(C2CC2)n1-c1ccccc1)NCCc1ccc(F)cc1
  A = 11; B = -3; C = 2; D = 4; E = 18; F = -2; G = -17; H = -5

57: Cc1ccccc1C(=O)NC(C(N)=O)P(=O)(OC(C)C)OC(C)C (stereo not drawn)
  A = 0; B = 3; C = -2; D = -9; E = 0; F = 2; G = 7; H = 9
